aSyn tox rescue = rescues yeast growth from alpha-synuclein toxicity; S. cerevisiae alpha-synuclein toxicity rescue, BacTiter-Glo growth, 24 h; Potency, µM (top dose mostly 46.1 µM), without a hit: at the highest dose growth rescue (activation), actives largely listed as activators; 94,000 tested, 0.02% active; active means well fitted activation curve with a large enough effect; further: 0% is about no effect
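Growth restoration measured by BacTiter-Glo luminescence after 24 hr at 30 deg C; alpha-synuclein yeast, raffinose-pregrown to mid-log, were added at OD600=0.02 in galactose medium onto pinned compounds.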
Numbers without * were called inactive; & = joins results of further samples; [ ] = remark or other dose. Potency means the concentration at half of the fitted maximal effect. An excerpt; rates above refer to the full screens.

SMILES	aSyn tox rescue
COC(=O)c1sc(S(=O)(=O)NC(C)C(=O)O)c(C(=O)OC)c1C (configuration not stated)	11%
CCn1cc(C(=O)NCCCOC(C)C)c(=O)c2cc(S(=O)(=O)N3CCc4ccccc4C3)ccc21	-3%
C[C@H]1CN([C@@H](C)CO)C(=O)c2cc(Br)cnc2O[C@H]1CN(C)C(=O)c1cccnc1	-4%
Cc1c(O)ccc(/C=N/Nc2nc(-c3cccnc3)nc3ccccc23)c1O	-14%
COc1ccc(C(=O)Nc2ccccc2C(=O)Nc2ccccc2)cc1	-9%
Cc1sc2nc(CSC(C)C(=O)Nc3cc(S(C)(=O)=O)ccc3Cl)[nH]c(=O)c2c1C (configuration not stated)	5%
Cc1ccc(Cl)cc1N1CCN(C(=O)C2CCN(S(=O)(=O)Cc3ccccc3)CC2)CC1	1%
O=C(NCC(c1ccco1)N1CCN(c2ccccc2)CC1)OCc1ccccc1 (configuration not stated)	2%
Cn1c(=O)c2sccc2n2c(CCCC(=O)Nc3ccc(Oc4ccc(Cl)cc4)cc3)nnc12	5%
CCOC(=O)c1cc(-c2ccccc2)n(CC(=O)NCc2ccccc2OC)c1C	3%
Cc1ccc(NS(=O)(=O)c2ccc(C(=O)NCCCN3CCCC3=O)cc2)cc1	-10%
COC(=O)c1ccc2c(=O)n(CCCCCC(=O)N3CCN(c4cc(Cl)ccc4C)CC3)c(=O)[nH]c2c1	-3%
Cc1ccc(NC(=O)CCn2cccn2)c(C)c1	-1%
O=C(NCCc1csc(-c2cccc(F)c2)n1)c1ccc(Br)o1	8%
CCCc1ccc(OC(=O)CSc2nnc(-c3cccs3)o2)cc1	-21%
CCOC(=O)C1CCCN(C(=O)c2ccc(S(=O)(=O)NCc3ccco3)cc2)C1 (configuration not stated)	-4%
CCc1ccccc1NC(=O)Cn1c(=O)n(CC(=O)NCCc2ccccc2)c(=O)c2ccccc21	-9%
CCCCN(C(=O)c1cc2c(s1)CCC2)c1c(N)n(CCC)c(=O)[nH]c1=O	-7%
COc1ccccc1NC(=O)N(C)C[C@H]1Oc2ncc(Br)cc2C(=O)N([C@H](C)CO)C[C@H]1C	7%
O=C(NCCOC(=O)c1c(F)cccc1Cl)c1c(F)cccc1Cl	3%
CCn1cc2nc(SCC(=O)Nc3ccc(OC)c(OC)c3)n(Cc3ccc(Cl)cc3)c(=O)c2n1	-5%
Cc1cccc(Cn2c(SCc3ccc(C(=O)NC4CCCCC4)cc3)nc3ccncc32)c1	-14%
CC(C)Oc1ccc(CNC(=O)c2ccc(NC(=O)N3CC(C)Sc4ccccc43)cc2)cc1 (configuration not stated)	5%
CSc1nnc(C)c(=O)n1COC(=O)c1cc(Cl)ccc1[N+](=O)[O-]	-4%
CC(C)OCCCNc1ncnc2sc3c(c12)CCCC3	9%
Cc1cc(C)cc(NC(=O)C2CCCCN2S(=O)(=O)c2ccccc2)c1 (configuration not stated)	0%
Cc1cccc(-n2ccnc2SCC(=O)Nc2ccc3c(c2)OCO3)c1	2%
COc1ccc(C#Cc2ccc3c(c2)O[C@@H](CN(C)C(=O)Nc2cccc(OC)c2)[C@H](C)CN([C@@H](C)CO)S3(=O)=O)cc1	-1%
Cc1nc2c(C)cccn2c(=O)c1NC(=O)c1ccc(Br)o1	-11%
CCN1CCN(c2ccc(S(=O)(=O)N3CCOCC3)cc2NC(=O)CCC(C)C)CC1	-12%
CCCCN(C(=O)c1cc(-c2ccc(F)cc2)nc2ccccc12)c1c(N)n(CCCC)c(=O)[nH]c1=O	-9%
CC1CCc2c(sc(NC(=O)C3c4ccccc4Oc4ccccc43)c2C#N)C1 (configuration not stated)	6%
CC(=O)Cn1nnc2sc(-c3ccccc3)cc2c1=O	2%
CC(C)c1ccc(Nc2nc3ccc(C(=O)c4ccccc4)cc3n3cnnc23)cc1	-5%
CCc1ccc(-c2csc3ncn(CC(=O)NCc4ccco4)c(=O)c23)cc1	1%
O=C(O)c1cccc(Oc2cccc(Cl)n2)c1	10%
Cc1nc(S(=O)(=O)N2CCN(c3ccc(Cl)cc3)CC2)cn1C	-7%
O=C1c2[nH]nc(-c3ccccc3O)c2C(c2ccccc2F)N1Cc1ccncc1 (configuration not stated)	-4%
Cc1ccc(CNC(=O)CSc2ncn[nH]2)cc1	6%
CC(CNc1nc2ccccc2c2nc(-c3ccccc3)nn12)c1ccccc1 (configuration not stated)	-9%
O=C(NCc1ccco1)c1cccc(S(=O)(=O)N2CCN(Cc3ccccc3)CC2)c1	-10%
CCc1ccc2occ(CC(=O)Nc3nnc(C)s3)c2c1	-1%
COCCn1c(SCC(=O)Nc2cc(C)nn2-c2ccccc2)nnc1-c1ccncc1	-6%
O=C(OCc1cc(=O)n2nc(C3CC3)sc2n1)c1ccccc1Cl	-2%
Cc1cccc(N(C)C(=O)Cc2c(C(=O)O)[nH]c3ccccc23)c1	-1%
Cc1ccn2c(c1)nc(=O)c1cc(S(=O)(=O)N3CCCCC3)c(Cl)cc12	-4%
c1ccc2c(c1)CCc1ccccc1C2=C1CCNCC1	13%
Cc1ccc(OCC(=O)OCC(=O)NC2CCS(=O)(=O)C2)cc1C (configuration not stated)	3%
Cc1ccc(Cn2ccnc2SCC(=O)NC2CCCC2)cc1	0%
Cc1ccc(CC(=O)Nc2c(C(=O)N3CCN(c4ccccc4F)CC3)oc3ccccc23)cc1	-10%
Cc1nc(-c2ccc(Cl)cc2)sc1CCNC(=O)Cc1ccc(F)cc1	9%
CCOc1ccc(NC(=O)CN(C)C(=O)c2sccc2-c2ccccc2)cc1OCC	-7%
C[C@@H]1CN([C@@H](C)CO)C(=O)c2cc(Br)cnc2O[C@H]1CN(C)S(=O)(=O)c1ccccc1	2%
O=C(COC(=O)/C=C/c1cccs1)Nc1cccc(S(=O)(=O)N2CCCC2)c1	-55%[inhibitor]
COc1ccc(C=C2CCC3C(CCCC34OCCO4)C2=O)cc1 (configuration not stated)	0%
Cc1cccc(NC(=O)C(c2ccccc2)N2Cc3ccccc3C2=O)c1C (configuration not stated)	12%
CCNC(=O)c1cc2n(n1)CCCN(Cc1ccc(C)cc1)C2=O	-4%
COC(=O)CC1=C(C(=O)OC)C(c2ccc3c(c2)OCO3)C(C#N)=C(N)O1 (configuration not stated)	0%
COC(=O)c1c(NC(=S)Nc2ccc(F)cc2[N+](=O)[O-])sc2c1CCCCC2	14%
Cc1ccc(CCNC(=O)c2ccc(NC(=O)N3CC(C)Sc4ccccc43)cc2)cc1 (configuration not stated)	9%

(listing goes on)
SMILES	aSyn tox rescue
CC1CC(C)CN(C(=O)CNC(=O)Cn2ccc3ccccc3c2=O)C1 (configuration not stated)	5%
Cc1ccc(S(=O)(=O)n2cnc3cc([N+](=O)[O-])ccc32)c(C)c1	-34%[inhibitor]
COc1ccc(NC(=O)CSCC(=O)Nc2nnc(CC(C)C)s2)cc1	-38%[inhibitor]
COc1ccc(S(=O)(=O)c2c(O)c(C)cc(NC(=O)c3ccccc3)c2C(C)C)cc1	-3%
CC1C2(C)OC(=N)C(C#N)(C(C)O2)C1(C#N)C#N (configuration not stated)	-10%
CN(CC(=O)Nc1ccc2c(c1)OCO2)S(=O)(=O)c1ccc2c(c1)CCC(=O)N2	-6%
O=C(CCCOc1ccc(Br)cc1)NCCc1ccc(OC(F)F)cc1	4%
O=C1CC(c2nnc(Cc3ccc(F)cc3Cl)o2)CN1c1ccccc1 (configuration not stated)	7%
COc1ccc(CNC(=O)c2c(Nc3ccc(OC)cc3OC)sc(C(=O)c3ccc(Cl)cc3)c2N)cc1	9%
Cc1ccn2c(c1)nc(=O)c1cc(S(=O)(=O)N3CCC(C)CC3)c(Cl)cc12	-2%
O=C(Nc1ccccc1C(=O)Nc1nnc(C(F)(F)F)s1)c1ccccc1Cl	4%
O=C(NCc1ccco1)C1CCN(C(=O)N2CCOc3ccc(Cl)cc32)CC1	6%
CC(=O)N1CCc2cc(C(=O)CN3CCN(C(=O)c4ccco4)CC3)ccc21	8%
COc1ccc(CC(=O)NCC(c2ccc(Cl)cc2)N2CCOCC2)cc1 (configuration not stated)	-7%
O=C(NCCS(=O)(=O)N1CCN(c2ccccc2F)CC1)c1ccccc1C(F)(F)F	-1%

Grouped by structure: those above with a cyano group (3)
SMILES	aSyn tox rescue
CC1CCc2c(sc(NC(=O)C3c4ccccc4Oc4ccccc43)c2C#N)C1 (configuration not stated)	6%
COC(=O)CC1=C(C(=O)OC)C(c2ccc3c(c2)OCO3)C(C#N)=C(N)O1 (configuration not stated)	0%
CC1C2(C)OC(=N)C(C#N)(C(C)O2)C1(C#N)C#N (configuration not stated)	-10%

Not a retest: an excerpt of the list.
SMILES	aSyn tox rescue
CC1C2(C)OC(=N)C(C#N)(C(C)O2)C1(C#N)C#N (configuration not stated)	-10%
CN(CC(=O)Nc1ccc2c(c1)OCO2)S(=O)(=O)c1ccc2c(c1)CCC(=O)N2	-6%
O=C(CCCOc1ccc(Br)cc1)NCCc1ccc(OC(F)F)cc1	4%
O=C1CC(c2nnc(Cc3ccc(F)cc3Cl)o2)CN1c1ccccc1 (configuration not stated)	7%

Continued:
SMILES	aSyn tox rescue
Cc1cccc(N2CN(Cc3cccnc3)CNC2=S)c1	2%
COc1ccccc1/C=N/NC(=S)Nc1cccnc1	-8%
CCn1c(C)nc2cc(C(=O)N/N=C/c3ccc(OC)cc3)ccc21	-11%
Cc1ccc(C(=O)N2CCc3cc(CNC(=O)c4ccccc4F)ccc32)cc1	-31%[inhibitor]
Cc1nn(C(C)C(=O)N2CCOCC2)c(C)c1[N+](=O)[O-] (configuration not stated)	-15%
CCOc1ccc(-c2cc3nc(C4CCN(C(=O)OC(C)(C)C)CC4)c(C(=O)Nc4cc(OC)ccc4OC)cn3n2)cc1	5%
COc1ccc(N(CC(=O)Nc2cccnc2)S(=O)(=O)c2ccccc2)cc1Cl	0%
COc1ccc(/C=N/NC(=O)c2sc(C)nc2C)cc1	-12%
CN(C)c1ccc(CNC(=O)C2CCN(S(=O)(=O)c3ccc4c(c3)oc(=O)n4C)CC2)cc1	-7%
Cc1ccc(C(=O)O)cc1NC(=O)CCc1c(C)noc1C	-4%
O=C(O)CCc1ccc(-c2cccs2)n1CC(=O)Nc1ccccc1C(F)(F)F	4%
CCN1C(=O)[C@H]2[C@@H](c3ccc(OC)cc3)N[C@]3(CCCN(Cc4cccn4C)C3=O)[C@H]2C1=O	-3%
COc1cc2c(cc1OC)C(c1c(-c3c(Cl)cccc3Cl)noc1C)=NCC2	-2%
O=C(COc1ccccc1)Nc1c(Cl)ccc2nsnc12	6%&-3%
Cc1nc(NC(=O)C(C)(C)C)sc1-c1csc(N)n1	3%
CCOC(=O)C(=NO)C1=CSC2=NNC(C)(C)N12	-7%
Cc1cn(C)c(CC(=O)NCc2cccc(Cl)c2)c1C(=O)O	-1%
CCOc1ccccc1CNC(=O)c1oc2ccc3c(c2c1C)C(=O)CC(C)(C)O3	9%
COc1ccc(C2Sc3ccccc3NC3=C2C(=O)c2ccccc23)c(OC)c1OC (configuration not stated)	-2%
CC(=O)C(Sc1nc(-c2ccccc2Cl)nc2c1c(=O)n(C)c(=O)n2C)C(=O)N(C)C (configuration not stated)	6%
CC(C)Oc1ccc(C(=O)OCC(=O)N2CCCc3ccccc32)cc1	-4%
CC1=CCC(C(=O)O)C(C(=O)Nc2ccc(-c3nc4ccc(C)cc4s3)cc2)C1 (configuration not stated)	10%
CC(=O)c1cc(-c2ccccc2)n(CC(=O)NCc2ccccc2C)c1C	1%
COC(=O)c1ccsc1NC(=O)c1cccc(OC)c1	-12%
COc1ccc(CNC(=O)C2CCN(Cc3nc(-c4ccc(Cl)cc4)oc3C)CC2)cc1	0%
CN1C(=O)C(CC(=O)Nc2ccccc2F)N(NC(=O)c2ccc(Br)cc2)C1=S (configuration not stated)	3%
Cc1ccccc1NC(=O)CSc1nc2ccc(NC(=O)COc3ccccc3F)cc2s1	5%
CCn1cc2c(n1)-c1c(oc(C(=O)Nc3ccc(Br)cc3F)c1C)CC2	7%
Cn1c(=O)c2c(nc(Oc3ccc(F)cc3)n2Cc2ccc(F)cc2)n(C)c1=O	-8%
Cc1ccc(/C=C2/SC(=S)N(CCC(=O)N3CCOCC3)C2=O)cc1	11%
COc1cccc(Oc2nc3c(c(=O)n(Cc4ccccc4F)c(=O)n3C)n2C)c1	1%
Cc1ccc(S(=O)(=O)CC(=O)Nc2nnc(C(C)C)s2)cc1	-2%
COC(=O)c1ccc(OC(=O)CS(=O)c2ccccc2[N+](=O)[O-])cc1 (configuration not stated)	-53%[inhibitor]
CCC(CC)C(=O)Nc1ccccc1C(=O)OCc1cc(=O)n2nc(C3CCCCC3)sc2n1	17%
CN(C)c1ccc(NC(=O)CSC2=Nc3ccccc3C3=NC(CC(=O)NCc4ccc5c(c4)OCO5)C(=O)N23)cc1 (configuration not stated)	-14%
CC(C)Oc1ccc(CCC(=O)N/N=C/c2ccncc2)cc1	-2%
COCCNC(=O)CCn1c(=O)c2cc(OC)c(OC)cc2n(CC(=O)Nc2ccccc2C)c1=O	-10%
O=S(=O)(NCc1ccc2c(c1)OCO2)c1cnc[nH]1	3%
CCOC(=O)C1(Cc2cccc(F)c2)CCN(C(=O)c2cnccn2)CC1	6%
S=C1SCN(Cc2cccs2)CN1Cc1cccs1	1%
COc1ccc(-c2nc(Cn3c(SCc4ccc(F)cc4)nc4ccncc43)c(C)o2)cc1OC	6%
Cc1cc(C)cc(NC(=O)c2ccc3c(O)c(S(=O)(=O)c4ccccc4)c(=O)[nH]c3c2)c1	-4%

Random excerpt: 7 compounds from above.
SMILES	aSyn tox rescue
CC(C)Oc1ccc(CCC(=O)N/N=C/c2ccncc2)cc1	-2%
COc1ccc(-c2nc(Cn3c(SCc4ccc(F)cc4)nc4ccncc43)c(C)o2)cc1OC	6%
Cc1ccc(S(=O)(=O)CC(=O)Nc2nnc(C(C)C)s2)cc1	-2%
COc1cccc(Oc2nc3c(c(=O)n(Cc4ccccc4F)c(=O)n3C)n2C)c1	1%
COCCNC(=O)CCn1c(=O)c2cc(OC)c(OC)cc2n(CC(=O)Nc2ccccc2C)c1=O	-10%
S=C1SCN(Cc2cccs2)CN1Cc1cccs1	1%
Cc1cc(C)cc(NC(=O)c2ccc3c(O)c(S(=O)(=O)c4ccccc4)c(=O)[nH]c3c2)c1	-4%
